p53null 32C tox: kills p53 null cells at the permissive temperature. AID 903. H1299-neo p53 null cells, ATP luminescence, 24 h, 32C. 0.62% of 55,000 active. Potency, µM (doses to about 46.1 µM), inactives show at the highest dose activity change, negative = cytotoxicity, actives largely listed as cytotoxic;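 also: 0% = DMSO only and -100% = full killing by 100 µM tamoxifen; nearly all actives have a fitted effect of over 55% in size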
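H1299-neo, 600 cells/well; overnight 37C; cpd up to 46 uM, 24 h at 32C; ATPlite luminescence after 20 min RT; normalized to DMSO (0%) and tamoxifen 100 uM (100% kill); Hill-fit AC50.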
p53null 39C kill: p53 null cell cytotoxicity, nonpermissive temperature; H1299 p53-null (neo) cells, 39C, ATPlite viability, 24 h; AID 904; Potency, µM (doses to about 46.1 µM), for inactives: top-dose activity, negative = cell killing, hits mostly cytotoxic; 0.97% of 55,000 active;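 also: 0% = DMSO only and -100% = full killing by 100 µM tamoxifen; nearly all actives have a fitted effect of over 50% in size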
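Cells seeded at 600/well, 37C overnight. Compound added (up to 46 uM), plates shifted to 39C for 24 hr. ATPlite added, luminescence read after 20 min at room temperature.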
* = called active by the depositor; u = inconclusive; [ ] = remark or other dose. Calls follow the shape of the dose curve; as a rule, active = well fitted cell-killing curve with a large enough effect; inconclusive = small, poorly fitted or top-dose-only effect; inactive = no such curve, though single readings can be large or run the other way. Potency is read from the fitted curve at half-maximal effect.

Start of the listing, in advance (4 entries):
SMILES	p53null 32C tox	p53null 39C kill
Cc1cc(C)n(-c2nc(N(C)C)nc(N(C)C)n2)n1	1%	3%
c1ccc(Cc2cc(-c3ccccc3)on2)cc1	-6%	-1%
CCC1Oc2ccc(C)cc2N(CC(=O)N(Cc2ccncc2)Cc2ccco2)C1=O (stereo unspecified)	-7%	0%
Cc1cn(C(=O)c2ccccc2)c(=S)n1-c1ccc(Cl)cc1	-3%	-14%

The listing, from the start:
SMILES	p53null 32C tox	p53null 39C kill
Cc1cc(C)n(-c2nc(N(C)C)nc(N(C)C)n2)n1	1%	3%
c1ccc(Cc2cc(-c3ccccc3)on2)cc1	-6%	-1%
CCC1Oc2ccc(C)cc2N(CC(=O)N(Cc2ccncc2)Cc2ccco2)C1=O (stereo unspecified)	-7%	0%
Cc1cn(C(=O)c2ccccc2)c(=S)n1-c1ccc(Cl)cc1	-3%	-14%
C/C(=N\Nc1ccc([N+](=O)[O-])cc1)c1ccc(-n2nncc2C(C)(C)C)cc1	4%	9%[1.84 µM]
O=C(NC1CCS(=O)(=O)C1)OC1CCCCC1 (stereo unspecified)	-2%	17%
Cc1ccc(S(=O)(=O)N(CC(=O)NCc2ccco2)C2CCCCC2)cc1	7%	8%
CC(C)(C)n1ncc2c(=O)n(CC(=O)c3ccccc3)cnc21	-16%	13µM*
COCCCN(C(=O)Nc1cccc(Cl)c1)C(C)c1ccccn1 (stereo unspecified)	3%	7%
COC(=O)C1=C(C)OC(N)=C(C#N)C1c1ccsc1 (stereo unspecified)	5%	9%
C=CCn1c(C(C)NC(=O)C(C)(C)C)nc2ccccc21 (stereo unspecified)	2%	-8%
Cn1c(=O)[nH]c(=O)c2c1nc(N1CCCCCC1)n2CCN1CCCCCC1	0%	10%
Cc1cc(NC(=O)CCC(=O)N(Cc2cccs2)C(C(=O)NC2CCCC2)c2ccccc2)no1 (stereo unspecified)	10%	-5%
COc1cc(-c2nnc(SCC(=O)N3c4ccccc4Sc4ccccc43)o2)cc(OC)c1OC	-13%	-1%
CC(C)(C)NS(=O)(=O)c1ccc(CCC(=O)NCc2ccc3c(c2)OCO3)cc1	-8%	27%
CC(=O)NCCC(Cc1ccccc1)c1ccco1 (stereo unspecified)	-4%	-3%
O=S(=O)(N/N=C\c1ccc(-c2ccccc2Cl)o1)c1ccccc1	-8%	-8%
Cc1nn(-c2nc3ccccc3s2)c(N)c1-c1ccc(Cl)cc1	1%	-12%
CCn1c(Cc2ccccc2)nnc1SCC(=O)NC1CC1	-11%	0%
CC(C)NC(=O)C(=O)NNC(=O)C12CC3CC(CC(C3)C1)C2	-6%	-13%
O=C(N/N=C1\CCCc2ccccc21)c1ccc([N+](=O)[O-])cc1	-6%	-6%
CCN(CC)CC(=O)N1c2ccccc2Sc2ccc(Cl)cc21	-1%	3%
COCC(=O)Nc1sc2c(c1C(=O)OC)CCCC2	-8%	8%
COc1ccc(CN(CC(=O)NCC2CCCO2)C(=O)CNS(=O)(=O)c2ccc(C)cc2)cc1 (stereo unspecified)	3%	13%
CCOC(=O)c1sc2cccc(Cl)c2c1N	-10%	5%
Cc1cccc(CSc2nnc(Cn3c(=O)sc4ccccc43)n2C)c1	7%	-1%
O=C(CSc1nnc(-c2cccnc2)n1C1CCCCC1)NC1CCCC1	-10%	-25%
CCOC(=O)C(=O)Nc1nnc(Cc2ccc(OC)c(OC)c2)s1	-5%	-16%
C=C(C)c1cccc(C(C)(C)NC(=O)Nc2cc(C)ccn2)c1	8%	-8%
COc1ccc(C2CC(c3cccs3)=Nc3ccccc3S2)cc1OC (stereo unspecified)	-2%	-14%
Cc1cccc(N2CCN(C(=O)COc3cccc4c3OC(C)(C)C4)CC2)c1C	-5%	8%
CCSc1nc2c(c(=O)[nH]1)C(c1cccnc1)C(C(=O)OC(C)C)=C(C)N2 (stereo unspecified)	-4%	-9%
Cc1cc(C(=O)CN2CCC(C)CC2)c(C)n1-c1ccccc1F	-30%	9%
Clc1cccc(-c2cc3nc4c(c(N5CCN(c6cnccn6)CC5)n3n2)CCCC4)c1	10%	33%[activator]
O=C(COC(=O)c1ccc[nH]c1=O)NCC1CCCO1 (stereo unspecified)	17%	4%
COCc1cc(C)nc(SCC(=O)Nc2cccc(C)c2)c1C#N	-8%	0%

Entries of single compounds, looked up by structure. Order of values: p53null 32C tox, p53null 39C kill
COCc1cc(C)nc(SCC(=O)Nc2cccc(C)c2)c1C#N across the screens: -8%, 0%
Cc1cccc(CSc2nnc(Cn3c(=O)sc4ccccc43)n2C)c1 across the screens: 7%, -1%

(continued)
SMILES	p53null 32C tox	p53null 39C kill
Clc1cccc(Cl)c1-c1nnc2cccc(Cl)n12	10%	-5%
Cc1cc(C)c(C)c(S(=O)(=O)NCc2ccc(C(=O)N3CCCCC3)cc2)c1C	-2%	12%
COc1ccc(/C=C2\Sc3ccc(C(=O)N4CCc5ccccc5C4)cc3N(C)C2=O)cc1	3%	8%
CCN(CC)C(=O)CSc1nnc(CNc2ccc(F)cc2)n1-c1ccccc1	2%	18%
CC(C)OC(=O)/C(=C/c1ccc2c(c1)c1ccccc1n2C)NC(=O)c1ccccc1	10%	19%
O=S1(=O)N=C(Nc2nc3c(s2)CCCC3)c2ccccc21	11µM*	5.6µM*
O=C(ON=C1CCN(S(=O)(=O)c2ccccc2)CC1)c1ccc(F)cc1	-7%	25%
COc1cccc2cc(C(=O)NCc3ccccn3)c(=O)oc12	9%	-3%
c1ccc(C(c2nnnn2Cc2ccco2)N2CCN(c3nc4ccccc4s3)CC2)cc1 (stereo unspecified)	33%[activator]	22%
CCc1cc2c(=O)n(-c3ccc(C)cc3)cnc2s1	-10%	2%
Cc1cccc(Nc2nc(N)nc(CN3CCC(C)CC3)n2)c1C	-7%	-9%
CC(=O)c1cc(-c2ccccc2)n(CC(=O)N2CCC(C)CC2)c1C	-1%	13%
O=C(c1cc2sccc2n1Cc1ccc(F)cc1)N1CCCc2ccccc21	-3%	-16%
Cc1cc(C)nc(N2CCC(C(=O)NCc3ccccc3)CC2)n1	-7%	-8%
COc1ccc(-c2[nH]c(-c3cc(OC)c4c(c3)OCO4)nc2-c2ccccc2)cc1	8%	-8%[1.84 µM]
CC1(C)Cc2ccccc2-c2nnc(-c3ccc4ccccc4n3)n21	1%	-13%
COc1cc(C(c2sc3nc(C)nn3c2O)N2CCOCC2)cc(OC)c1OC (stereo unspecified)	-1%	-2%
CCOC(=O)N1CCN(c2ccc(C(C)=O)cc2F)CC1	-4%	-9%
CCOC(=O)c1csc(NC(=O)CSc2nnnn2-c2cccc(OC)c2)n1	2%	-2%
COc1ccc(NS(=O)(=O)c2cccc3cccnc23)cc1	-3%	-4%
CC(NC(=O)Nc1nnc(C(F)(F)F)s1)N1C(=O)C2C3C=CC(C3)C2C1=O (stereo unspecified)	-3%	-11%
Cn1c(Cn2c(=O)sc3ccccc32)nnc1SCC(=O)NCCc1ccccc1	7%	8%
Cc1ccc(/C=C/C(=O)O)cc1S(=O)(=O)N(C)CCO	5%	6%
CCSc1ccccc1C(=O)Nc1cccnc1	2%	15%
O=C(NCC(F)(F)F)Nc1cccnc1	-9%	5%
COC(=O)c1ccccc1S(=O)(=O)NC(=O)c1ccccc1	1%	8%
CCOC(=O)N1CCN(c2c(-c3ccc(C)c(C)c3)c(=O)c2=O)CC1	-2%	1%
CCCC(=O)NCCc1cc2cc(C)c(C)cc2[nH]c1=O	9%	-5%
Cc1ccc(Cl)c(OC(=O)c2ccc(N3CCOCC3)c([N+](=O)[O-])c2)c1	6%	1%
COc1cc(/C=N/NC(=O)CCc2n[nH]c(=O)[nH]c2=O)ccc1O	6%	18%
O=[N+]([O-])c1cnccc1Nc1ccc(F)cc1	6%	-10%
COc1ccc(OCc2ccc(C(=O)N3CCOCC3)cc2)cc1	-10%	-15%
COc1cc(NC(=O)CN2CC(c3ccccc3)CC2=O)cc(OC)c1 (stereo unspecified)	0%	-10%
O=C(COC(=O)c1cccs1)NCCC1=CCCCC1	-15%	u
O=C(NCC1CCCO1)C(c1cccs1)N(Cc1cccs1)C(=O)Cn1nnc(-c2cccs2)n1 (stereo unspecified)	3%	2%
COc1ccccc1C(=O)Nc1cccc(N(C)S(C)(=O)=O)c1	-6%	25%

In a second layout: seven of the compounds above.
Sequence of screens – p53null 32C tox	p53null 39C kill
CCCC(=O)NCCc1cc2cc(C)c(C)cc2[nH]c1=O
    9%	-5%
Cc1ccc(Cl)c(OC(=O)c2ccc(N3CCOCC3)c([N+](=O)[O-])c2)c1
    6%	1%
COc1cc(/C=N/NC(=O)CCc2n[nH]c(=O)[nH]c2=O)ccc1O
    6%	18%
O=[N+]([O-])c1cnccc1Nc1ccc(F)cc1
    6%	-10%
COc1ccc(OCc2ccc(C(=O)N3CCOCC3)cc2)cc1
    -10%	-15%
COc1cc(NC(=O)CN2CC(c3ccccc3)CC2=O)cc(OC)c1 (stereo unspecified)
    0%	-10%
O=C(COC(=O)c1cccs1)NCCC1=CCCCC1
    -15%	u

Next section.
SMILES	p53null 32C tox	p53null 39C kill
O=C1N(c2cccc(Cl)c2)C(c2ccccc2)N2CCCN12 (stereo unspecified)	4%	-19%[1.84 µM]
O=C(NCC(=O)N(c1ccc2c(c1)OCCO2)C(C(=O)NC1CCCC1)c1ccco1)c1ccco1 (stereo unspecified)	1%	-4%
O=C1O/C(=C/C(=O)N2CCOCC2)c2ccccc21	4%	12%
CCOC(=O)c1cnc(SC)nc1Nc1cccc2ccccc12	9%	-2%
Cc1ncc([N+](=O)[O-])n1CCOC(=O)NC(NCc1cccnc1)C(Cl)(Cl)Cl (stereo unspecified)	-6%	-6%[1.84 µM]
Cc1cc(N2CCN(C3CCCCC3)CC2)nc2cccc(O)c12	-8%	6%
O=C(Nc1ccc(-c2noc(-c3cccs3)n2)cc1)c1cccnc1	-4%	-20%
Cc1ccc(-c2csc(NC(=O)c3cccc(N4C(=O)CCC4=O)c3)n2)o1	u	u
Cc1ccccc1S(=O)(=O)Nc1cccnc1	1%	-5%
Cc1ccc(OCC(O)CN2C(=O)NC(C)(C)C2=O)cc1 (stereo unspecified)	-3%	12%
CCN(CC)C(=O)CSc1nc(-c2cccs2)cc(-c2cccs2)c1C#N	-4%	15%
Cc1cc2oc3c(c(=O)c2cc1C)C(c1ccc(F)cc1)N(CCCN1CCOCC1)C3=O (stereo unspecified)	-18%	-23%
CCCNCc1cc(OC)c(OCCC)cc1Cl	0%	-4%
Nc1nc2n(n1)C(c1cccc(Br)c1)CC(c1ccc(F)cc1)N2 (stereo unspecified)	-3%	13%
CC(=O)Nc1ccc(/C=N/Nc2nc3ccccc3[nH]2)cc1	u	u
Clc1ccc(C2=CSC3=Nc4cccc5cccc(c45)N23)cc1	13%	23%
CC1CCCC(NC(=O)Cc2ccc(Br)cc2)C1C (stereo unspecified)	12%	0%
CC(OC(=O)c1cccs1)C(=O)Nc1nc(-c2ccccc2)cs1 (stereo unspecified)	-7%	-6%
CCCCNC(=O)CSc1nnc(Cc2ccccc2)n1CC	2%	9%
COc1ccc(C(c2sc3nc(C)nn3c2O)N2CCCCC2)cc1 (stereo unspecified)	8%	1%
COc1cccc(C2C(C#N)=C(N)Oc3c2oc(CO)cc3=O)c1 (stereo unspecified)	-6%	-15%
COc1cc(/C=C2\S/C(=N/S(=O)(=O)c3ccc(C)cc3)NC2=O)c([N+](=O)[O-])cc1OC	-21%	3%
N#CC1=C(N)C(C#N)(C#N)C(c2ccncc2)C2CN(C(=O)OCc3ccccc3)CC=C12 (stereo unspecified)	-3%	-10%
COc1ccc(-c2c[n+]3c(n2-c2ccccc2)CCCCC3)cc1	1%	-7%[1.84 µM]
CNCc1cn2cc(Cl)ccc2n1	0%	31%
COc1ccccc1NC(=O)c1nnn(CC(=O)Nc2ccccc2)c1N	-15%	-2%
O=C(Cc1ccccc1)NC(NNc1ccccc1)(C(F)(F)F)C(F)(F)F	-6%	-3%
CCOc1ccc(C(C(=O)NC2CCCCC2)N(C(=O)c2ccco2)c2ccc(-n3cnnn3)c(C)c2)cc1 (stereo unspecified)	-4%	-8%
N#Cc1c(-c2ccccc2)cc2nc3ccccc3n2c1N	-9%	-1%
CC(/C=N\NC(=O)CN1CCN(S(=O)(=O)c2ccc(C)cc2)CC1)=C\c1ccccc1	-5%	3%
COc1ccccc1CNC(=O)c1ccc2nc3[nH]c4ccccc4c3nc2c1	4%	19%
CC(C)NC(=O)c1ccc(C2SCC(=O)N2Cc2ccccc2)cc1 (stereo unspecified)	-6%	9%
O=C(NCc1ccccc1)c1cccc(COc2cc(Cl)ccc2Cl)c1	-10%	-9%

Not all compounds are listed; rates above refer to the full screens.
